Screening data: PubChem, National Center for Advancing Translational Sciences (NCATS)
L3MBTL1 inh: qHTS Assay for the Inhibitors of L3MBTL1 | Lethal(3)malignant brain tumor-like protein 1 (Homo sapiens), Q9Y468 | AlphaScreen L3MBTL1–H3K9me1 peptide binding | Potency, µM (top dose mostly 57.1 µM), without a hit: at the highest dose activity, negative = inhibition, usual class: inhibitors | 230,000 compounds, 0.66% hits | AID 485360, 2010; note: % is set by controls: 0 for no effect and ±100 for the full control effect; nearly all actives have a fitted effect of over 60% in size
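First, the protein-peptide complex forms for 30 min at room temperature (L3MBTL1 50 nM, biotinylated H3K9me1 peptide 75 nM). Next, compounds are pin-transferred and incubated 30 min. Finally, AlphaScreen beads are added and read after 30 min.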
Lamin A splicing: qHTS Assay for Modulators of Lamin A Splicing; HeLa LMNA splicing GFP/RFP minigene ratio, 48 h; Potency, µM (doses to about 46.1 µM), without a hit: top-dose ratio change, negative = inhibition, usual class: inhibitors; 200,000 compounds, 0.01% hits; AID 1487, 2009; active = well fitted inhibition curve with a large enough effect in the signal ratio, with a control signal flat, not every such curve was filed as active; inconclusive = small, poorly fitted or top-dose-only effect, or effect the other way, or a change in a side signal; the % refers to the signal ratio; note: % is set by controls: 0 for no effect and ±100 for the full control effect
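Read-out is the ratio of GFP to DsRed2 object intensity, acquired by 488 nm laser-scanning cytometry on HeLa lamin A-EGFP minigene reporter cells. Compound incubation 48 hrs at 37 °C in Opti-MEM with 2% FBS; DMSO 0.5% final.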
SMN2 splice enh: qHTS Assay for Enhancers of SMN2 Splice Variant Expression; HEK293 SMN2-luciferase splicing reporter, luminescence, 30-36 h; Potency, µM (highest dose often 46.1 µM), without a hit: top-dose activity change, positive = activation, hits mostly activators; 210,000 compounds, 2.8% hits; AID 1458, 2008; note: % of control where 0% means no effect; nearly all actives have a fitted effect of over 55% in size
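HEK293 cells carry an SMN2 minigene-luciferase reporter in which exon 7 inclusion puts luciferase in frame. Cells were seeded at 2000 cells/well, attached for 10-12 hours, then exposed to compounds for 30-36 hours at 37C before ONE-Glo luminescence.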
RECQ1 helicase: qHTS Assay for Inhibitors of RecQ-Like Dna Helicase 1 (RECQ1); ATP-dependent DNA helicase Q1 (Homo sapiens), P46063; RECQ1 DNA unwinding, red fluorescence kinetic read; Potency, µM (series often up to 57.3 µM), inactives show at the highest dose activity, negative = inhibition, most hits filed as inhibitors; 240,000 compounds, 0.54% hits; AID 2549, 2010;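 note: plate controls were vehicle for no effect and no enzyme for full effect; nearly all actives have a fitted effect of over 30% in size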
Target sequence (P46063 whole entry, looked up): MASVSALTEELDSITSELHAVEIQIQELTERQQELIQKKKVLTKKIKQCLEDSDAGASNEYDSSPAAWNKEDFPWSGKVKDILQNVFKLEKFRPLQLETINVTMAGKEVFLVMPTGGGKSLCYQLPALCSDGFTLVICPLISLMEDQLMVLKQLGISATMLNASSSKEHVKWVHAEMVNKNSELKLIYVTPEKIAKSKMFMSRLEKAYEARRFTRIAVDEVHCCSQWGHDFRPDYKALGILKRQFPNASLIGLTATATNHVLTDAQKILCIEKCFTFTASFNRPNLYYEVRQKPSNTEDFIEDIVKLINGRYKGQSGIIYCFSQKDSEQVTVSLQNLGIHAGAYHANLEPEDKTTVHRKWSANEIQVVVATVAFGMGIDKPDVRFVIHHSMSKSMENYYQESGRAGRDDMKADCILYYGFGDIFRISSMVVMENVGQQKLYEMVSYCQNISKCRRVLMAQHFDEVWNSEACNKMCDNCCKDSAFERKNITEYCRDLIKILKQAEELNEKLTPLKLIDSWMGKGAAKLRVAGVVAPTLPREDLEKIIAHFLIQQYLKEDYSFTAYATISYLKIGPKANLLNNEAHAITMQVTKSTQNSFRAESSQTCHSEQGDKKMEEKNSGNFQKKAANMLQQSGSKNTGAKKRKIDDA
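RECQ1T1 50 nM; forked duplex (20 bp + 30-nt ss tails) 200 nM, ATP 2 mM final; pH 8.0, 2 mM MgCl2, 2.5 ug/ml poly(dI-dC); 15 min compound preincubation; discontinuous kinetic read over 2 h at RT.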
Luc counter: Counterscreen for Luciferase (Kinase-Glo TM) Inhibition; Potency, µM (titrated, usually from 38.3 µM), for the others: top-dose activity change, negative = inhibition, most hits filed as inhibitors; Luciferin 4-monooxygenase (Photuris pensylvanica), Q27757; 200,000 compounds, 0.28% hits; Kinase-Glo luciferase, ATP luminescence, 8 min; note: % is set by controls: 0 for no effect and ±100 for the full control effect; nearly all actives have a fitted effect of over 60% in size
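Kinase-Glo luciferase light output from ATP and luciferin was measured with 10 uM ATP, within the enzyme's linear range. Buffer: 50 mM imidazole pH 7.2, 50 mM KCl, 7 mM MgCl2, 0.01% Tween 20, 0.05% BSA; luminescence read after 8 min at ambient temperature.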
KDM4E inh: qHTS Assay for Inhibitors of Human Jumonji Domain Containing 2E (JMJD2E). 230,000 compounds, 1.6% hits. Lysine-specific demethylase 4E (Homo sapiens), B2RXH2. Potency, µM (top dose mostly 57.1 µM), for inactives: at the highest dose activity change, negative = inhibition, actives largely listed as inhibitors. JMJD2E catalytic domain, FDH-coupled NADH fluorescence (FDH is formaldehyde dehydrogenase); active = well fitted inhibition curve with a large enough effect, not every such curve was filed as active; inconclusive = small, poorly fitted or top-dose-only effect, or another doubt; inactive = no such curve, though single readings can be large or run the other way;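 note: 0% = wells with enzyme and -100% = buffer wells without enzyme; nearly all actives have a fitted effect of over 50% in size; many of its hits are not listed in these tables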
Target sequence (B2RXH2 1-337 limits assumed): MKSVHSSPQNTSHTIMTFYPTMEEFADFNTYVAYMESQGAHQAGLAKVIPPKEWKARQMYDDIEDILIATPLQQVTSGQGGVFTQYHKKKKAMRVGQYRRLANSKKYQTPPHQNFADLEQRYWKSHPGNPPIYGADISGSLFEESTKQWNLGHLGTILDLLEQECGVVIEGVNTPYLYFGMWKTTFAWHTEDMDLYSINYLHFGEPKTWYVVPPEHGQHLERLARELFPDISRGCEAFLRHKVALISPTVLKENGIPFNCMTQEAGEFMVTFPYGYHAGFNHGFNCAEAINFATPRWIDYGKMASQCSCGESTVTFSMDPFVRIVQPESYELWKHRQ
Tau fibril ThT: qHTS for Inhibitors of Tau Fibril Formation, Thioflavin T Binding | 270,000 compounds, 2.1% hits | Potency, µM (doses to about 57.4 µM), inactives show top-dose activity, negative = inhibition, usual class: inhibitors | recombinant tau K18 P301L (four-repeat tau fragment), heparin-induced fibrillization, ThT fluorescence | Microtubule-associated protein tau (Homo sapiens), P10636; note: % is set by controls: 0 for no effect and ±100 for the full control effect; nearly all actives have a fitted effect of over 55% in size
Target sequence (P10636 561-689 P618L limits assumed): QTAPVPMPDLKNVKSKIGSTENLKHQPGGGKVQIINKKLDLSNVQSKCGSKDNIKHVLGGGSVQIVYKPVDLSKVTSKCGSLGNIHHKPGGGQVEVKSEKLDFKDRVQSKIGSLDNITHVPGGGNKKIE
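Heparin-induced (20 uM) aggregation of recombinant human K18 P301L tau, 15 uM unlabeled with 0.24 uM labeled, pH 7 acetate buffer, 6 hr at 37 C with compound. Fibrils quantified by 30 uM ThT fluorescence after 1 hr ambient incubation.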
ALDH1A1 block: qHTS Assay for Inhibitors of Aldehyde Dehydrogenase 1 (ALDH1A1); Aldehyde dehydrogenase 1A1 (Homo sapiens), P00352; Purified ALDH1A1, NADH fluorescence, propionaldehyde substrate; Potency, µM (series often up to 75.3 µM), inactives show top-dose activity, negative = inhibition, usual class: inhibitors; 220,000 compounds, 7.3% hits; active = well fitted inhibition curve with a large enough effect, not every such curve was filed as active; inconclusive = small, poorly fitted or top-dose-only effect, or another doubt; inactive = no such curve, though single readings can be large or run the other way;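 note: plate controls were no enzyme wells and a reference inhibitor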
An asterisk follows results filed as active; i = inactive; ? = inconclusive; nt = not tested or not shown; [ ] = remark or other dose. Unless noted, calls come from the whole dose curve; as a rule, active = well fitted curve in the direction sought with a large enough effect; inconclusive = small, poorly fitted or top-dose-only effect, or another doubt; inactive = no such curve, though single readings can be large; an effect the other way counts as inactive or inconclusive. Potency is the fitted concentration of half-maximal effect.

SMILES	L3MBTL1 inh	Lamin A splicing	SMN2 splice enh	RECQ1 helicase	Luc counter	KDM4E inh	Tau fibril ThT	ALDH1A1 block
Cc1ccc(C(=O)Nc2nc(N)n(-c3ccccc3)n2)cc1	2%	nt	nt	-5%	nt	7%	-2%	nt
COc1ccc(C)cc1NC(=O)COC(=O)c1ccc(OCc2ccc(Cl)cc2Cl)c(OC)c1	3%	1%	-3%	-14%	4%	6%	-15%	8%
CCCn1nc2cc(C(=O)NCc3ccc(OC(F)(F)F)cc3)ccc2c1OCC	6%	-12%	-21%	-10%	0%	?	-10%	?
COc1cc(OC)cc(C(=O)NCCN2CCOCC2)c1	1%	-7%	9%	0%	1%	?	-8%	?
O=C(CCn1c(=S)[nH]c2ccccc2c1=O)NCCc1ccc(Cl)cc1	-1%	nt	-9%	-3%	6%	-1%	2%	6%
CC(=O)NNC(=O)CCC(=O)Nc1ccccc1	-4%	9%	15%	-16%	2%	-6%	3%	0%
O=C1C2C3C=CC(C3)C2C(=O)N1CCc1ccccc1 (configuration not stated)	nt	13%	-10%	-2%	-1%	-1%	-16%	11µM*
CC1(c2ccc(Cl)cc2)NC(=O)N(CC(=O)NC(=O)NCc2ccco2)C1=O (configuration not stated)	2%	4%	10%	-7%	-4%	4%	-4%	-3%
CC(=O)Nc1ccc(OS(=O)(=O)c2ccc(C)cc2C)cc1	0%	?	nt	-1%	0%	-23%	-4%	-2%
CCOC(=O)N1CCC(NC(=O)CSc2cc(=O)n(C)c3ccccc23)CC1	4%	6%	nt	-1%	nt	?	-6%	2%
CCC(=O)Nc1nc(C)c(C(=O)NC2CCCCC2)s1	0%	-5%	-1%	i	2%	2%	-4%	4%
CN(C)c1ccc(/C=N/NC(=O)COc2ccccc2)cc1	-7%	12%[46 µM]	15%	-1%	-1%	?	?	?
Cc1cc(N2CCCC2)nc2ccc(NC(=S)NCCCOC(C)C)cc12	nt	nt	-12%	4%	1%	?	-15%	-4%
CN(C)/C=N/C(=S)Nc1ccc(F)cc1	nt	7%	-9%	6%	-6%	7%	4%	-11%
CCCNC(=O)N1N=C(c2ccc(N)cc2)c2cc3c(cc2[C@H]1C)OCO3	nt	nt	nt	i	3%	?	-11%	?
CC(C)(C)C(=O)Oc1cc(N)n(S(=O)(=O)c2ccccc2)n1	1%	-13%	-7%	-15%	-1%	2%	-15%	21%
CCOC(=O)c1c(NC(=O)c2ccoc2C)sc(C(=O)N(C)C)c1C	nt	-2%	-7%	-11%	-3%	?	-1%	20µM*
Cc1cc(C)n(CC(C)NCc2c(C(=O)N3CCOCC3)nc3c(C)cccn23)n1 (configuration not stated)	2%	nt	nt	12%	nt	-5%	1%	nt
COc1ccc(CCNC(=O)c2nnn(CC(=O)Nc3ccccc3C)c2N)cc1OC	4%	3%	3%	-5%	-4%	-7%	-6%	3%
CCC(=O)N=C1SC2CS(=O)(=O)CC2N1c1cccc(OC)c1 (configuration not stated)	nt	4%	21%	i	-1%	-5%	6%	?
COc1ccc(NC(=O)Cc2c(F)cccc2Cl)c(OC)c1	2%	?	-19%	-3%	0%	-6%	7%	7%
CCOc1ccc(N(CC(N)=O)S(=O)(=O)c2ccc(F)cc2)cc1	-3%	-17%	2%	-9%	0%	1%	-3%	2%
Cc1ccc(SCCC(=O)N/N=C/c2ccccc2O)cc1	15%	?	nt	-2%	nt	-1%	-8%	-8%
OCc1cnc(SCc2ccccc2)n1Cc1ccccc1	-13%	nt	-2%	-7%	-1%	1%	-9%	4%
COc1ccc2cc(CN(Cc3cccnc3)Cc3nnnn3Cc3ccccc3)c(=O)[nH]c2c1	1%	-5%	-5%	i	0%	-5%	-5%	8.9µM*
Further structures.
SMILES	L3MBTL1 inh	Lamin A splicing	SMN2 splice enh	RECQ1 helicase	Luc counter	KDM4E inh	Tau fibril ThT	ALDH1A1 block
CC(C)(C)NS(=O)(=O)CC12CCC(CC1=O)C2(C)C (configuration not stated)	nt	2%	3%	i	-4%	1%	-7%	?
Cc1cccc(NC(=O)N2CCC(c3nc4ccccc4o3)CC2)c1	3%	?	-7%	-3%	-1%	-2%	-13%	-4%
CC(=O)Nc1cccc(Oc2ccc3c(c2)C(=O)N(CCC(=O)O)C3=O)c1	nt	-5%	5%	-3%	1%	8%	-1%	2%
CC/C(=N\NC(=O)C1CC1)c1cccc(Cl)c1	7%	nt	5%	-20%	0%	1%	4%	17%
O=C(c1cnccn1)N1CCc2c([nH]c3ccccc23)C1c1cccc(Cl)c1 (configuration not stated)	-28%	12%[46 µM]	nt	-14%	1%	-3%	-14%	-2%
O=C(NNC(=O)C1CC2CCC1C2)c1sc2ccccc2c1Cl (configuration not stated)	-14%	?	22µM*	3%	1%	-10%	5%	25µM*
O=C(CN1CCCC1)N1c2ccccc2Sc2ccc(C(F)(F)F)cc21	-4%	-11%	-9%	-17%	0%	-1%	-7%	4%
O=C(Cn1nnc2ccccc21)Nc1ccccc1[N+](=O)[O-]	0%	-6%[46 µM]	nt	-1%	1%	5%	-6%	-5%
Cc1ccc(N(C(C)C(=O)Nc2ccccc2C(=O)N2CCOCC2)S(C)(=O)=O)cc1C (configuration not stated)	5%	1%	-13%	-6%	-1%	1%	1%	9%
Cn1c(CNc2ccc(Cl)cc2)nnc1SCCN1CCCCC1	1%	-8%	6%	-3%	0%	8%	3%	5%
Cc1ccccc1-n1nc(CSc2nc3ccccc3[nH]2)c(-c2ccccc2)c1N	-13%	?	nt	-13%	nt	-1%	-15%	1%
COC(=O)C1=C(C)Nc2nc(SCc3ccccc3)[nH]c(=O)c2C1c1cccs1 (configuration not stated)	-2%	12%	-3%	-2%	-2%	?	-4%	-15%
O=S(=O)(NCCSc1nc2ccccc2o1)c1ccccc1	4%	-1%	-4%	-8%	1%	5%	-14%	?
CO/N=C/C=C1/N(C)c2ccccc2C1(C)C	-21%	-7%[46 µM]	-14%	-16%	1%	-5%	-16%	?
c1ccc(CNc2c3c(nc4ncnn24)CCCC3)nc1	-1%	-13%	-11%	-18%	0%	-4%	-10%	-2%
CCOc1ccc2nc(Cl)c(C3CC(c4ccccc4)=NN3C(=O)c3cccs3)cc2c1 (configuration not stated)	31%	12%	-7%	-3%	-1%	8%	6%	-4%
COc1ccc(N(CC(=O)Nc2cc(C)on2)S(=O)(=O)c2cc(C)ccc2C)cc1	5%	3%	4%	i	-1%	-11%	-17%	?
COc1ccc(/C=C/C(=O)Oc2cc(O)cc(O)c2)cc1	-6%	nt	nt	-9%	nt	-2%	-15%	nt
O=C1NC(=O)C(CC(=O)N(c2ccccc2)C2(C(=O)NC3CCCC3)CCCCC2)N1 (configuration not stated)	-2%	-1%	16%	i	3%	7%	-9%	1%
O=C(C#Cc1ccccc1)c1ccc([N+](=O)[O-])cc1	nt	6%	-4%	-6%	0%	5%	?	?
Fc1ccc(-c2nnc3n2CCCCC3)cc1	-28%	12%[46 µM]	-8%	-1%	-3%	-6%	8%	-3%
CCC1=C2CC[C@H]3C(=O)NC(=O)[C@H]3[C@H]2[C@@]2(Cc3ccccc3)C(=NCC3CC3)OC(=O)N2C1=O	nt	nt	-14%	-5%	-3%	2%	-5%	-1%
CC1(C)CC(=O)C2=C(C1)OC(N)=C(C#N)C2C#Cc1ccccc1 (configuration not stated)	-6%	7%	-3%	i	-2%	6%	?	1µM*
NC(=O)CNc1n[nH]c(=S)[nH]c1=O	27%	4%[46 µM]	nt	i	-1%	-12%	-9%	0%
COc1ccc(CC2(CO)CCN(Cc3ccc(OC(F)(F)F)cc3)CC2)cc1	1%	?	nt	-8%	1%	9%	-9%	0%

Single values from the list:
`O=C(CN1CCCC1)N1c2ccccc2Sc2ccc(C(F)(F)F)cc21` | ALDH1A1 block: 4%
`CC(C)(C)NS(=O)(=O)CC12CCC(CC1=O)C2(C)C` (configuration not stated) | Tau fibril ThT: -7%

Following part:
SMILES	L3MBTL1 inh	Lamin A splicing	SMN2 splice enh	RECQ1 helicase	Luc counter	KDM4E inh	Tau fibril ThT	ALDH1A1 block
COc1ccc(-c2c(NC(=O)c3ccco3)n(C)c3ccccc3c2=O)cc1	nt	?	nt	-12%	-5%	-14%	-9%	?
O=S(=O)(c1ccc2oc3ccc(S(=O)(=O)N4CCCCC4)cc3c2c1)N1CCCCC1	?	-1%	-20%	-6%	0%	5%	-1%	6%
CCCCn1c(=NC(=O)c2ccc3c(c2)OCO3)c(C#N)cc2c(=O)n3cccc(C)c3nc21	-2%	-7%	-20%	-5%	0%	?	?	?
C=CC[C@@H]1C=C[C@H](O/N=C/[C@@H](NS(=O)(=O)c2ccc(C)cc2)[C@H](C)/C=C/CC(=O)OC)[C@@H](CO)O1	5%	8%	-1%	-4%	-5%	-2%	-11%	?
Cc1nn(Cc2ccc(Cl)cc2)c(C)c1NC(=O)/C=C/c1cnn(C)c1	5%	?	-25%	-2%	0%	3%	0%	-1%
C/C(=N\NS(=O)(=O)c1ccc(C)cc1)c1ccc(Br)s1	nt	6%	-10%	-11%	7%	2%	-9%	?
O=C(CSc1nnc(Cc2cccs2)n1CCc1ccccc1)N1CCCc2ccccc21	nt	?	1%	i	-5%	0%	-12%	?
CC(=O)Nc1ccc(NC(=O)C(C)OC(=O)CNC(=O)c2sc3ccccc3c2Cl)cc1 (configuration not stated)	4%	0%	4%	0%	0%	5%	-3%	3%
COc1ccc(NC(=O)N2CCC(Cc3ccccc3)CC2)cc1	-2%	?	?	i	1%	5%	-17%	-13%

Some of the compounds tested. The share of hits here may be higher or lower than overall.
